# Ba/F3 V617F tox = reduce viability of Ba/F3 cells dependent on JAK2V617F; Ba/F3 EpoR-JAK2V617F viability, ATP luminescence; inhibition, % at 5.6 µM; hit rate 1.1% among 220,000; AID 1446;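 active = inhibition above the campaign mean plus 3 SD over all tested compounds, cut at about 24% in these data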;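 also: cytokine-independent growth of Ba/F3 cells driven by EpoR plus mutant JAK2; 0% = DMSO-treated cells and 100% = JAK inhibitor I control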
# NPY-Y2 PAM-ag = potentiates or activates human NPY-Y2 receptor; hit rate 0.45% among 220,000; cells expressing NPY-Y2, potentiator/agonist read-out; P49146; activation, % at 3.6 µM; in the data active = activation above about 27%;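 also: cells stimulated with NPY near EC25 plus isoproterenol at EC100; 0% = vehicle plus submaximal agonist and 100% = vehicle plus saturating agonist; some results beyond the cut were filed as inactive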
# Target sequence (P49146 whole entry, looked up): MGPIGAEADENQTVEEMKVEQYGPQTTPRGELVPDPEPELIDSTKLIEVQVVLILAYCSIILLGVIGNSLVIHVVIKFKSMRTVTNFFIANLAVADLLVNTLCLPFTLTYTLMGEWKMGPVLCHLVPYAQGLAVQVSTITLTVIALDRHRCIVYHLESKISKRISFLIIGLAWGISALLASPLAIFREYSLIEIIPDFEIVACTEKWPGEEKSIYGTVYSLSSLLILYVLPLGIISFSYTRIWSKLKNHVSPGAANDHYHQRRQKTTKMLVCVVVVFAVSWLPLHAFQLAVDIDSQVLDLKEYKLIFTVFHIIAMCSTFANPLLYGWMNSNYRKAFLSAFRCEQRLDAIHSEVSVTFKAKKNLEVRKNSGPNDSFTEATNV
# BaF3 parental = reduces parental Ba/F3 cell viability, JAK2V617F counter-screen; hit rate 1.1% among 220,000; inhibition, % at 5.6 µM; CellTiter-Glo ATP luminescence;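 active = inhibition above a per-campaign cutoff, the mean inhibition of all tested compounds plus 3 SD, cut at about 27% in these data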;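 also: 0% = DMSO wells and 100% = JAK Inhibitor I control wells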
# NPY-Y1 antag = NPY-Y1 (human) receptor antagonism; hit rate 1% among 200,000; inhibition, % at 3.6 µM; HEK293-CNG Y1 cells, membrane potential fluorescence; NPY at EC95, then isoproterenol; P25929; AID 1040;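 active = inhibition above the campaign mean inhibition of all tested compounds plus 3 SD, cut at about 20% in these data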;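 also: 0% = DMSO wells given NPY plus isoproterenol and 100% = isoproterenol alone without NPY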
#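 Test system: HEK293 cells co-expressing NPY Y1 receptor and cyclic-nucleotide gated channel; Also added: NPY (25 nM), isoproterenol (1 µM), Ro 20-1724 (25 µM); Compound dosing: one concentration, 3.6 µM, in 0.4% DMSO; Timing: dye 3 h, compound 60 min room temperature, stimulation 45 min; Technique: Membrane-potential fluorescent dye readout.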
# p47phox inh = p47phox (human) inhibition | P14598 | p47phox/p22phox peptide binding, fluorescence polarization, 2 h | inhibition, % at 24.7 µM | hit rate 0.53% among 220,000;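 active = inhibition above about 30%, limit read from the data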;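 also: 0% = p47phox with labelled peptide and 100% = labelled peptide alone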
# Target sequence (P14598 whole entry, looked up): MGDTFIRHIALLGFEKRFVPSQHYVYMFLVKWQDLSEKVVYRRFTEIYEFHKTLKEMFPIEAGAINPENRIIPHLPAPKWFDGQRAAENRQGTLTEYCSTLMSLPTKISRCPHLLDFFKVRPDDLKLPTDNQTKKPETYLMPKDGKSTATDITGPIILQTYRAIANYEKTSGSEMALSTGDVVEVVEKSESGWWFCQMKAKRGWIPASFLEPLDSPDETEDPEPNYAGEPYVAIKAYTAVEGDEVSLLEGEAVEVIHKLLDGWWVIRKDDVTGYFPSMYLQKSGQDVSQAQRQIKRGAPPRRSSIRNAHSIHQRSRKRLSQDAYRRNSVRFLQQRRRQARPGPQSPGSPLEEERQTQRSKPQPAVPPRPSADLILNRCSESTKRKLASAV
# NPY1 pot ag = potentiates or activates human NPY-Y1 receptor | hit rate 0.37% among 220,000 | activation, % at 3.6 µM | NPY-Y1 expressing cells, potentiator/agonist activation | P25929 | AID 1304; in the data active = activation above about 33%, passing the limit was not always enough;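 also: cells stimulated with NPY at EC10 then isoproterenol at EC100; 0% = low agonist plus stimulus and 100% = saturating agonist plus stimulus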
# CHOP inh = blocks CHOP induction under ER stress. CHO-K1 CHOP-promoter luciferase, tunicamycin-induced, 15-18 h. inhibition, % at 10 µM. hit rate 3.8% among 220,000. AID 2732;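 active = compounds that reduced the stress-induced luciferase reporter signal by more than about 70% of percent inhibition, limit read from the data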;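 also: 0% = tunicamycin plus vehicle and 100% = wells without tunicamycin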
# S1P4 antag = antagonists of human S1P4 receptor; hit rate 0.26% among 220,000; inhibition, % at 4.98 µM; O95977; AID 1510; S1P4-expressing cells, antagonist mode, reporter read-out; in the data active = inhibition above about 29%;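 also: 0% = wells stimulated with agonist and 100% = vehicle wells without agonist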
# S1P4 ag = activates the human S1P4 receptor; O95977; S1P4-expressing cell line, agonist reporter assay; activation, % at 4.98 µM; hit rate 0.35% among 220,000; in the data active = activation above about 11%;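 also: 0% = DMSO vehicle and 100% = reference agonist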
# * hit, by the source's call; · = not tested or not shown. Rows are unselected; 7.1% or so of the library scored in one or more.
# Keys – A = Ba/F3 V617F tox; B = NPY-Y2 PAM-ag; C = BaF3 parental; D = NPY-Y1 antag; E = p47phox inh; F = NPY1 pot ag; G = CHOP inh; H = S1P4 antag; I = S1P4 ag
1: Cc1ccccc1C(=O)NNC(=O)c1ccoc1C
  A: 3.6 | B: -4.8 | C: 7.9 | D: 9.3 | E: 2.9 | F: 12.7 | G: -6.6 | H: -16.4 | I: -0.6

2: Cc1ccc(SCc2cc(=O)[nH]c(N3CCCCC3)n2)cc1
  A: 0.1 | B: 11.9 | C: 1.0 | D: 1.3 | E: -4.5 | F: 3.4 | G: 38.9 | H: -4.7 | I: 0.3

3: CCCC(=O)Nc1nn(C)c2nc3c(C)cccc3cc12
  A: 3.1 | B: -3.5 | C: 1.1 | D: -0.3 | E: -1.1 | F: 0.3 | G: 24.2 | H: -0.9 | I: 2.0

4: COc1ccc(CCNC(=O)c2ccc(-c3cccc([N+](=O)[O-])c3)o2)cc1OC
  A: -1.4 | B: -10.5 | C: 8.3 | D: 15.5 | E: -18.3 | F: -1.5 | G: 7.2 | H: -11.7 | I: 0.7

5: COC(=O)c1cn(-c2ccccc2)c(C)c1C(=O)OC
  A: -4.1 | B: -5.2 | C: -1.7 | D: 3.2 | E: 6.0 | F: 15.6 | G: -2.7 | H: -12.4 | I: -0.2

6: COc1ccc(C)cc1C(=O)CCC(=O)Nc1ccccc1N1CCOCC1
  A: -2.3 | B: 3.2 | C: 2.4 | D: -6.4 | E: -8.3 | F: -17.0 | G: -19.5 | H: -2.2 | I: -0.7

7: N=c1sccn1CC(=O)Nc1ccc(Cl)cc1[N+](=O)[O-]
  A: -2.1 | B: -2.1 | C: -3.4 | D: · | E: -8.8 | F: -5.3 | G: -8.2 | H: 3.5 | I: -1.3

8: O=c1[nH]c(CSc2nnc(NCCCN3CCOCC3)s2)nc2cc(Cl)ccc12
  A: -0.6 | B: 3.8 | C: 3.7 | D: -1.6 | E: -2.3 | F: 19.5 | G: 9.5 | H: -3.7 | I: -0.3

9: CC1=CC(C)C2C(=O)N(CCC[N+](C)(C)C)C(=O)C2C1 (stereo not given)
  A: -2.7 | B: 4.9 | C: -0.9 | D: -5.6 | E: -11.2 | F: -2.6 | G: 16.0 | H: -16.9 | I: -1.5

10: CSCCC(NC(=O)C12CC3CC(CC(C3)C1)C2)C(=O)OCC(=O)c1ccccc1 (stereo not given)
  A: -1.7 | B: 5.8 | C: -0.3 | D: -1.7 | E: 0.1 | F: 17.6 | G: 42.0 | H: 3.3 | I: -0.7

11: O=C(CSc1nnc(-c2ccco2)o1)N1c2ccccc2CCc2ccccc21
  A: 1.3 | B: 2.8 | C: 8.3 | D: 2.8 | E: -11.5 | F: 11.1 | G: 60.6 | H: -11.0 | I: 0.5

12: O=S(=O)(NCCNS(=O)(=O)c1ccc(F)cc1)c1ccc(F)cc1
  A: 1.8 | B: -7.7 | C: 8.8 | D: 1.3 | E: -13.1 | F: 9.0 | G: 6.3 | H: -4.0 | I: 0.6

13: Clc1ccc(-c2csc(N3CCOCC3)n2)cc1
  A: 4.2 | B: 1.7 | C: 4.6 | D: 2.4 | E: -6.0 | F: 7.2 | G: -8.1 | H: -18.3 | I: 0.5

14: CC(C)C[C@H](NC(=O)Nc1cccc(Br)c1)C(=O)O
  A: 0.5 | B: 1.2 | C: 7.0 | D: -0.8 | E: -13.2 | F: -13.7 | G: -19.9 | H: -13.4 | I: 1.6

15: CCOC(=O)N1CCN(c2c(NCCCN(CC)CC)c(=O)c2=O)CC1
  A: -6.2 | B: -0.1 | C: -0.1 | D: -1.2 | E: 1.1 | F: -7.4 | G: 11.5 | H: 0.4 | I: 2.2

16: COc1ccc(O[C@H]2C=C[C@@H](c3ccccc3)O[C@@H]2COC(=O)CC/C(C)=N/O[C@@H](C)CN2CCCCc3nc(C)c(C)cc32)cc1
  A: -1.3 | B: -2.5 | C: 9.2 | D: -0.7 | E: -67.3 | F: 3.9 | G: 13.7 | H: 7.7 | I: 0.1

17: O=C1c2ccccc2C(=O)N1CCCc1nc2ccccc2c(=O)n1Cc1ccco1
  A: -1.6 | B: -9.8 | C: -1.1 | D: 0.6 | E: 4.3 | F: -6.5 | G: 25.6 | H: -12.7 | I: 0.7

18: Cc1cccc(OCC(=O)NN2C(=O)C3C4C=CC(O4)C3C2=O)c1 (stereo not given)
  A: -4.1 | B: 12.3 | C: 4.3 | D: -8.2 | E: 4.9 | F: 6.3 | G: 3.1 | H: 2.0 | I: -1.6

19: COc1cc(C(=O)O)c([N+](=O)[O-])c(OC)c1OC
  A: 0.1 | B: -15.9 | C: -4.0 | D: · | E: -7.2 | F: -9.9 | G: 1.5 | H: 0.2 | I: 1.1

20: COc1ccc(Cn2c(=O)n(Cc3ccco3)c(=N)c3c4c(sc32)COC(C)(C)C4)cc1
  A: -2.5 | B: -10.2 | C: 1.9 | D: 4.9 | E: -31.1 | F: -3.9 | G: 43.5 | H: 18.3 | I: -0.8

21: O=C(Nc1ccc(NC(=O)c2ccco2)cc1)c1ccc2c(c1)OCO2
  A: -3.1 | B: -4.5 | C: 0.0 | D: -3.5 | E: -14.8 | F: -10.8 | G: 34.2 | H: 13.5 | I: -0.6

22: CN(C)/C=N/c1c(C#N)cnn1-c1nc2ccccc2s1
  A: -1.7 | B: -2.3 | C: 4.6 | D: 0.4 | E: -1.0 | F: -18.5 | G: 25.3 | H: -5.0 | I: 0.0

23: Cc1ccccc1N=C(NO)c1nonc1N
  A: 2.0 | B: -1.4 | C: 17.9 | D: -4.7 | E: -4.6 | F: 12.3 | G: 12.4 | H: 6.5 | I: 2.6

24: COCCNC(=O)[C@H](C)[C@H]1C[C@]1(C)[C@H](NC(=O)OCc1ccccc1)c1ccccc1
  A: 16.4 | B: -10.0 | C: 3.6 | D: 3.0 | E: -1.2 | F: 13.0 | G: -1.7 | H: -13.7 | I: 1.5

25: CS(=O)(=O)N(Cc1ccccc1Cl)c1ccc(C(=O)NCc2ccccn2)cc1
  A: 0.7 | B: -9.5 | C: 4.9 | D: -1.3 | E: -5.6 | F: -12.4 | G: 9.6 | H: -11.6 | I: -0.1

26: COC(=O)c1cc(=O)nc2sccn12
  A: 2.4 | B: 1.1 | C: 4.0 | D: 1.6 | E: -5.3 | F: 25.3 | G: 67.6 | H: -11.9 | I: 0.8

# Taken from the results shown, five compounds:
# Keys – A = Ba/F3 V617F tox; B = NPY-Y2 PAM-ag; C = BaF3 parental; D = NPY-Y1 antag; E = p47phox inh; F = NPY1 pot ag; G = CHOP inh; H = S1P4 antag; I = S1P4 ag
1: Cc1ccccc1C(=O)NNC(=O)c1ccoc1C
  A: 3.6 | B: -4.8 | C: 7.9 | D: 9.3 | E: 2.9 | F: 12.7 | G: -6.6 | H: -16.4 | I: -0.6

2: Cc1ccc(SCc2cc(=O)[nH]c(N3CCCCC3)n2)cc1
  A: 0.1 | B: 11.9 | C: 1.0 | D: 1.3 | E: -4.5 | F: 3.4 | G: 38.9 | H: -4.7 | I: 0.3

3: CCCC(=O)Nc1nn(C)c2nc3c(C)cccc3cc12
  A: 3.1 | B: -3.5 | C: 1.1 | D: -0.3 | E: -1.1 | F: 0.3 | G: 24.2 | H: -0.9 | I: 2.0

4: COc1ccc(CCNC(=O)c2ccc(-c3cccc([N+](=O)[O-])c3)o2)cc1OC
  A: -1.4 | B: -10.5 | C: 8.3 | D: 15.5 | E: -18.3 | F: -1.5 | G: 7.2 | H: -11.7 | I: 0.7

5: COC(=O)c1cn(-c2ccccc2)c(C)c1C(=O)OC
  A: -4.1 | B: -5.2 | C: -1.7 | D: 3.2 | E: 6.0 | F: 15.6 | G: -2.7 | H: -12.4 | I: -0.2

# Screens (PubChem BioAssay)
